Compound activity as filed in PubChem BioAssay.
ABCB6 inh MLPCN: blocks the human ABCB6 transporter; fluorescence ratio to DMSO, % at 10 µM; 0.19% of 360,000 active; AID 602162; Q9NP58; K562-ABCB6 porphyrin accumulation, flow cytometry, 1 h; active compounds read low;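 active = fluorescence ratio to DMSO below 75%, the collection mean minus 3 SD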;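 note: signal is porphyrin accumulated inside mitochondria; 100% equals median channel fluorescence of DMSO control wells; lower ratio means ABCB6 inhibition with less porphyrin fluorescence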
N-glyco inh: N-linked glycosylation inhibition | 0.23% of 360,000 active | reporter increase, % at 12.5 µM | D54 ERlucT glycosylation luciferase reporter, 24 h; percent of 100 nM tunicamycin response;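 active = mean luciferase reporter signal, scaled so untreated is 0 and the glycosylation-blocking control 100, at or above a set limit in every replicate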;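 note: luciferase carries N-glycosylation sites so blocking glycosylation raises the light; 0% = median of neutral control wells and 100% = median of 100 nM tunicamycin wells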
Exocytosis inh: lytic granule exocytosis inhibition | TALL-104 LAMP-1 surface exposure, flow cytometry; cells stimulated with thapsigargin and PMA | inhibition, % at 10 µM | 0.66% of 360,000 active;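 active = inhibition above about 55%, limit read from the data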
Vif imaging: blocks HIV Vif function | HEK293T cells, Vif self-association by quenched fluorescence, imaging, 24 h | inhibition, % at 7.49 µM | 0.35% of 340,000 active; in the data active = inhibition above about 50%, passing the limit was not always enough; note: some results filed as inactive read as strong as hits
Cardio protect: myocardial damage modulation in H9c2 cells; H9c2 cardiomyocytes, H2O2 injury protection, ATPLite, 2 h; protection from H2O2 cell death, % at 20 µM; 0.63% of 360,000 active; AID 588492;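 active = compounds giving at least 50% protection of heart cells from peroxide-induced death in the single-dose screen, raw or plate-pattern-corrected value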;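 note: 0% = DMSO wells with peroxide and 100% = DMSO wells without peroxide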
aDG glyco up: increases alpha dystroglycan glycosylation; activation, % at 10 µM; Pro5-aDG cells, alpha-DG glycosylation AlphaScreen (IIH6); 0% Pro5, 100% B10-LARGE cell signal; 0.22% of 360,000 active; AID 624168;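 active = activation of at least 8% versus controls, or a plate z-score of at least 8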;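 note: Pro5 are CHO cells carrying HIG-tagged alpha-DG that lacks glycosylation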
m5-HT2A agonist: agonists of mouse serotonin 5-HT2A receptor (HTR2A). P35363. 0.66% of 360,000 active. activation, % at 7.6 µM. AID 624169. CHO-K1 mHTR2A beta-arrestin complementation, luminescence; percent of 30 µM serotonin response;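 active = activation above a run cutoff, the mean activation of all tested compounds plus 3 SD, cut at about 14% in these data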;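 note: 0% = plate median of compound wells and 100% = 30 µM serotonin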
Target sequence (P35363 whole entry, looked up): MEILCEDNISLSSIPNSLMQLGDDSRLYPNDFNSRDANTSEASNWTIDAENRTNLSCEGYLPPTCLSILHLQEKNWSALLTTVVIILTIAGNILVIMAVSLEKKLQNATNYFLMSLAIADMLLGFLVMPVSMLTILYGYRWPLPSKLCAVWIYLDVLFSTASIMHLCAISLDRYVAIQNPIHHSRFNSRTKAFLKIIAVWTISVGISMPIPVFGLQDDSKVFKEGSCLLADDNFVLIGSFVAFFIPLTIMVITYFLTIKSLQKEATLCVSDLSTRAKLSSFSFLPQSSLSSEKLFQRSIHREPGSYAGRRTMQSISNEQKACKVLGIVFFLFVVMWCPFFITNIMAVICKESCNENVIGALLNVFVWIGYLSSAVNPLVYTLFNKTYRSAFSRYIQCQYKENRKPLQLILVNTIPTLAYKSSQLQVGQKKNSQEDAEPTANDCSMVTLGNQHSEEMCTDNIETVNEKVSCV
CaV13 FRET inh: Disruptors of the CACNA1D IQ motif to Ca2+-dependent inactivation inhibitor domain association, primary screening, Förster resonance energy transfer in intact living …; 0.098% of 340,000 active; inhibition, % at 12.3 µM; HEK cells, CFP/YFP FRET ICDI-IQ, plate reader, 10 min; percent FRET-ratio fall versus neutral wells;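 active = mean replicate inhibition of at least 30% and at least 1% of replicates passing that level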;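 note: 0% = median of the neutral control wells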
PDI inh: blocks human protein disulfide isomerase activity; P07237; PDI insulin aggregation turbidity, A650, 90 min; inhibition, % at 10 µM; 0.052% of 350,000 active;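 active = mean inhibition across replicates of 30% or more, whatever share of single replicates reach that level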;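 note: absorbance from insulin aggregation driven by PDI reduction with DTT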
iPSC survival up: increases survival of single human iPS cells; hiPSC single-cell survival, ATPlite luminescence; 100% = ROCK inhibitor wells, 0% = DMSO; survival enhancement, % at 20 µM; 0.044% of 360,000 active; in the data active = survival enhancement above about 18%;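 note: cells exposed to compounds for 16 hours before the ATP read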
The depositor's hits bear a star; nt = no result given. Rows are unselected; any-hit rate near 3.1%.

SMILES	ABCB6 inh MLPCN	N-glyco inh	Exocytosis inh	Vif imaging	Cardio protect	aDG glyco up	m5-HT2A agonist	CaV13 FRET inh	PDI inh	iPSC survival up
CCOc1ccccc1Nc1ncnc2ccc(Br)cc12	97	-3	42	-7	-1	0.3	2	-17	5	-0.2
CN(Cc1cccc(F)c1)C(=O)c1ccccc1Sc1ccccc1C#N	98	-3	-2	-5	-2	0.5	4	nt	0	0.3
O=C(C1=C(O)C(=O)N(Cc2ccco2)C1c1cccs1)c1cccs1 (stereo not given)	105	2	-3	-4	-2	0.1	4	-5	4	1.6
O=[N+]([O-])c1ccc(C=NN2CCNC2=S)o1	103	7	-6	-4	2	6.7	0	-18	2	-3.1
C=CC[C@@H](CC(=O)N(CCO)Cc1ccccc1)C(=O)N[C@H](COC(=O)[C@@H](CC=C)CC(=O)OC(C)(C)C)Cc1c[nH]c2ccccc12	102	-4	-4	-9	-9	0.4	8	-12	8	0.5
Cc1ccc(NC(=O)c2csc3c2CCCC3)cc1	101	-6	-3	-5	-12	0.0	-7	-3	-2	0.2
C=CCNC(=O)CCCOc1cccc(C)c1	99	3	-1	nt	0	0.6	2	-8	1	-1.4
COCCOC(=O)c1c(C)n(C)c2ccc(OC(=O)N3CCOCC3)cc12	98	-2	0	-4	-2	0.0	-2	nt	-2	-1.1
CCOC(=O)N1CCN(C(=O)CSc2nnc(CNC(=O)c3ccccc3F)o2)CC1	97	1	1	3	3	0.1	13	-2	-9	-2.4
COC(=O)[C@]12CCCCC=C1N(Cc1ccc(Cl)cc1Cl)C(=O)[C@H](CC(=O)N1CCSCC1)C2	93	nt	-6	nt	nt	0.1	-3	-5	nt	0.4
CCOC(=O)C(Cc1ccccc1)c1ccnc2ncnn12 (stereo not given)	101	1	-2	6	-5	-0.3	0	-7	1	8.5
Cc1c(Cl)c(C(F)(F)F)nn1CC(=O)NCc1ccccc1	99	3	0	-2	4	0.3	8	nt	-2	-0.8
CCNc1nc(NC(C)CC)nc(ON=C(C)C)n1 (stereo not given)	95	2	12	-5	-8	0.6	0	3	-1	0.5
O=C(Nc1cccc(C(=O)N2CCOCC2)c1)c1ccccc1Cl	105	4	1	1	-1	0.2	0	-7	-8	-0.2
C/C(=N\OC(=O)Nc1ccccc1)c1cnn(-c2cc(C(F)(F)F)cc(C)n2)c1C	99	1	16	25	1	-0.1	7	-5	4	-0.4
Cn1c(CS(=O)Cc2c(Cl)cccc2Cl)nnc1SCc1c(Cl)cccc1Cl (stereo not given)	96	-3	2	-6	2	-0.2	-2	-7	-3	-2.7
COc1ccc(C(=O)NNC2=CC(=O)CC(C)(C)C2)cc1	96	3	-3	-6	4	-0.1	19*	-5	-14	0.6
CCN1CCC(NC(=O)Nc2cccc(C(F)(F)F)c2)CC1	98	3	2	-3	-4	0.3	-6	-5	6	1.4
CCOc1ccc(C(=O)Nc2ncccc2Cl)cc1	102	0	-15	2	-5	-0.3	0	-5	10	-2.5
O=C(C/C(=N/O)c1ccccc1O)C(F)F	99	0	-4	-9	-6	-0.1	1	-5	2	2.8
CCc1ccccc1OCCOc1ccc(C)cc1OC	92	-2	-1	18	-20	0.4	3	nt	-11	-1.8
CC(C)CCN1CCN(Cc2cc3ccccc3[nH]2)CC1CCO (stereo not given)	98	0	14	5	2	0.0	-7	7	19	-0.5
COC(=O)/C=C1\SC(N)=NC1=O	100	4	-8	-6	6	0.0	2	-6	11	-0.8
COc1ccc(NC(=O)CC2C(=O)NCCN2C(=O)c2ccc(Cl)cc2)cc1 (stereo not given)	97	1	0	3	3	0.2	4	-13	22	0.3
CCN(CC)c1ccc(C(=O)Nc2ccccc2)cc1[N+](=O)[O-]	102	-1	-3	-4	12	0.1	-2	-3	3	-1.5
(further entries)
SMILES	ABCB6 inh MLPCN	N-glyco inh	Exocytosis inh	Vif imaging	Cardio protect	aDG glyco up	m5-HT2A agonist	CaV13 FRET inh	PDI inh	iPSC survival up
CC(Sc1nnc(-c2ccco2)o1)C(=O)NCCC1=CCCCC1 (stereo not given)	95	2	-1	-1	-6	-0.3	-1	-7	0	0.3
Cc1ccc(S(=O)(=O)n2cnc3ccccc32)cc1	91	-1	0	-6	2	-0.1	6	nt	-1	1.9
N#Cc1ccccc1OCC(=O)Nc1c(C(=O)C2CC2)oc2ccccc12	77	0	-2	24	-2	-0.2	-4	-4	-9	0.6
C=CCn1c(SCC(=O)N2c3ccccc3Sc3ccccc32)nnc1-c1ccco1	97	0	4	-11	0	0.5	5	-5	-3	1.0
COc1cccc(/C=C2\NC(=O)NC2=O)c1O	85	0	-8	-10	-12	-0.1	-2	-3	6	-0.6
C=CCN(CC=C)C(=S)NC(=O)/C=C/c1ccc(C)cc1	102	2	-2	-2	4	0.1	-1	-5	1	0.3
CCOC(=O)C1CCN(C(=O)c2cc(S(=O)(=O)N3CCCCCC3)ccc2OC)CC1	98	-2	-7	-1	0	0.2	8	-15	4	1.3
CC(C)C1Oc2ccccc2C(=O)N(CC(=O)c2ccc3c(c2)OCCO3)C1=O (stereo not given)	88	-10	-1	-19	14	0.2	0	-7	6	-0.2
NC(Cc1ccc(F)cc1)c1csc(Nc2ccc(S(N)(=O)=O)cc2)n1 (stereo not given)	98	0	9	9	-1	0.0	8	-5	6	-0.2
COc1ccc(/C=C(/NC(=O)c2ccccc2)C(=O)Nc2cccc(C(=O)O)c2)cc1	101	-1	-1	nt	-1	-0.2	2	-3	-3	0.0
O=C(CSc1nn(-c2ccc(F)cc2)c(=S)s1)NCC1CCCO1 (stereo not given)	96	-1	3	-4	4	-0.2	-1	-1	-3	-3.0
COc1ccc(CCNC(=O)Oc2ccccc2)cc1OC	97	2	8	4	3	-0.2	-10	-7	-6	1.0
O=C(NCC(c1cccs1)N1CCOCC1)c1ccccc1NS(=O)(=O)c1ccc(Cl)c([N+](=O)[O-])c1 (stereo not given)	89	-3	0	-3	-13	-0.2	9	-5	-4	-2.4
Cc1nc2sc(C#N)c(N)c2c2c1CCCC2	102	0	3	3	-6	-0.1	12	nt	7	-2.2
C/C(=N\NC(=O)CN1CCN(S(=O)(=O)c2ccc(C)cc2)CC1)c1ccncc1	99	0	-5	-15	4	0.0	-6	-15	4	-0.4
Cc1ccc(OCCn2c(C)nc3ccccc32)cc1	99	-4	-15	-4	-12	0.1	-2	4	-2	-0.1
CCOC(=O)C(C)Oc1ccc(NC(=O)C(Cl)(Cl)Cl)cc1 (stereo not given)	100	2	7	-12	8	0.1	-2	-2	9	-0.3
Cc1cc(C)c(C)c(OCC(=O)O/N=C(\N)c2cccnc2)c1	95	0	-3	-7	7	0.1	0	-4	-11	0.1
O=C(NCCc1ccccc1)c1c(F)c(F)c(F)c(F)c1F	94	-1	-4	-4	-2	0.2	9	4	8	0.6
COc1cc(C2c3c(n[nH]c3C)C(=O)N2c2ccc(Br)cc2)ccc1O (stereo not given)	99	-4	0	-4	21	0.3	0	-5	1	0.7
Nc1ccc(C(=O)N2CCN(S(=O)(=O)c3ccc4c(c3)OCCCO4)CC2)cc1[N+](=O)[O-]	90	0	-1	-6	-11	0.5	-1	-5	-13	-0.4
CC1(C(=O)NCc2ccc(Cl)cc2)CCN1C(=O)Cc1cccs1 (stereo not given)	97	2	1	nt	-4	1.1	6	-9	-1	-0.8
Cc1cc2occ(CC(=O)N(C)CC(=O)Nc3ccccc3C(F)(F)F)c2cc1C	95	-2	14	11	-12	0.1	4	-2	-8	2.6
